Source: PubChem (National Center for Advancing Translational Sciences (NCATS))
ELG1 repair inh – qHTS screen for small molecules that inhibit ELG1-dependent DNA repair in human embryonic kidney (HEK293T) cells expressing luciferase-tagged ELG1; AID 504467, 2011; HEK293T ELG1-luciferase reporter, luminescence, 16 h; DNA damage induced by 5-fluorouridine; 330,000 compounds, 2.3% hits; Potency, µM (highest dose often 46.1 µM), for inactives: top-dose activity change, negative = inhibition, hits mostly inhibitors; note: potency is the fitted concentration of half-maximal effect; % is set by controls: 0 for no effect and ±100 for the full control effect; nearly all actives have a fitted effect of over 55% in size
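Overnight (16 hr) co-exposure of 2,000 cells/well to 5-fluorouridine and compound at 37 °C preceded detection. Luciferase was quantified via ONE-Glo luminescence; loss of signal denotes inhibition.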
B2AR arrestin – qHTS assay of beta-arrestin-biased ligands of beta2-adrenergic receptor; beta-arrestin recruitment to beta2AR, cell-based reporter; Potency, µM (titrated, usually from 46.1 µM), inactives show top-dose activation, hits mostly activators; 330,000 compounds, 0.02% hits; Beta-2 adrenergic receptor (Homo sapiens), P07550;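 note: potency is the fitted concentration of half-maximal effect; 0% = DMSO controls and full agonism = EC100 isoproterenol or metaproterenol; nearly all actives have a fitted effect of over 65% in size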
Eya2 phos inh – qHTS Assay for Inhibitors of the Phosphatase Activity of Eya2; recombinant Eya2, OMFP fluorescence dephosphorylation (OMFP is methylfluorescein phosphate); Potency, µM (series often up to 76.9 µM), for inactives: at the highest dose activity, negative = inhibition, usual class: inhibitors; 330,000 compounds, 0.006% hits; AID 488837, 2010; note: potency is the fitted concentration of half-maximal effect; % is set by controls: 0 for no effect and ±100 for the full control effect
Target sequence (O00167 whole entry, looked up): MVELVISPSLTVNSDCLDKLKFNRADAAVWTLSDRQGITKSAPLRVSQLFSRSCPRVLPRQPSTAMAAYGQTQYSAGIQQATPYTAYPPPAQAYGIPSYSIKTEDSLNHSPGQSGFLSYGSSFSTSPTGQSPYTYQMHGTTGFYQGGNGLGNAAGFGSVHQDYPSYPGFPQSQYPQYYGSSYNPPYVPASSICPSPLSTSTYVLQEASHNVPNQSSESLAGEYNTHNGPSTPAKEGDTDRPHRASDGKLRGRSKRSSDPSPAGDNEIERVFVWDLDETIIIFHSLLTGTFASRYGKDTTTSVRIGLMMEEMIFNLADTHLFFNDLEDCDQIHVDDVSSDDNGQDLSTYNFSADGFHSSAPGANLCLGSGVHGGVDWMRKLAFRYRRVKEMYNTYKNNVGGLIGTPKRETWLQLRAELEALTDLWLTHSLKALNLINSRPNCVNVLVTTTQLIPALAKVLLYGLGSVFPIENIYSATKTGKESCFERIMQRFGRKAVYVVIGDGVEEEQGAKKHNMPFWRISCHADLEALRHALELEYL
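Eya2 protein (added as 0.2 uM solution) was preincubated with compound for 10 min at ambient temperature in 50 mM HEPES pH 7.5, 50 mM NaCl, 5 uM MgCl2, 0.05% BSA, 1 mM DTT. OMFP (added at 50 uM) then reacted 10 min; fluorescence read at 485/525 nm.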
USP2a inh – qHTS Assay for Inhibitors of Ubiquitin-specific Protease USP2a Using CHOP2 as the Reporter | Potency, µM (top dose mostly 38.3 µM), for the others: at the top dose activity change, negative = inhibition, usual class: inhibitors | 330,000 compounds, 0.01% hits | AID 463254, 2010 | Ubiquitin carboxyl-terminal hydrolase 2 (Homo sapiens), O75604 | USP2 core, Ub-CHOP2 coupled fluorogenic reporter, 485/531;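 note: potency is the fitted concentration of half-maximal effect; plate controls were DMSO wells for no effect and full inhibition by NEM control for full effect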
Target sequence (O75604 whole entry, looked up): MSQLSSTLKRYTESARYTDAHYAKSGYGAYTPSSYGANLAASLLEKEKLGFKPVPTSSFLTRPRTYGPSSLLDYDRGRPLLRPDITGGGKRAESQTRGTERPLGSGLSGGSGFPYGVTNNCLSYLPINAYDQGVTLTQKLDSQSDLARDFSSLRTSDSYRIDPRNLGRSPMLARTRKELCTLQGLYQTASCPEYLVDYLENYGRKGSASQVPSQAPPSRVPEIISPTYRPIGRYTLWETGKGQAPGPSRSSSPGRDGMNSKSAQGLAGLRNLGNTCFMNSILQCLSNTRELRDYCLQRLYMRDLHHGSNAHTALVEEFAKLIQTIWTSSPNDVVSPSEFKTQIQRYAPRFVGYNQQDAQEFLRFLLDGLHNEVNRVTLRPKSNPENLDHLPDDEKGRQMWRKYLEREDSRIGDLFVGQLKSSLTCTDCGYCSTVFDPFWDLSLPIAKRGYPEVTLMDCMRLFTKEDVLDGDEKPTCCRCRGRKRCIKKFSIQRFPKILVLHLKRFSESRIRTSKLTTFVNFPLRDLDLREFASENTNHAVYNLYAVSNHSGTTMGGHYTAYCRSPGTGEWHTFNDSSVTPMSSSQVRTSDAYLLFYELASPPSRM
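Cell-free coupled assay: 10nM USP2 core preincubated 30min RT with compound in Tris-HCl pH 8.0/CaCl2/CHAPS buffer, then 25nM Ub-CHOP2 and 25nM reporter substrate; fluorescence (Ex 485/Em 531) read after 60min RT, normalized to NEM inhibition, concentration-response curves fitted.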
Tb PFK block – qHTS Assay to Find Inhibitors of T. brucei phosphofructokinase; ATP-dependent 6-phosphofructokinase (Trypanosoma brucei brucei), O15648; T. brucei PFK, ADP-Glo luminescence; Potency, µM (doses to about 57.5 µM), for inactives: at the top dose activity, negative = inhibition, hits mostly inhibitors; 330,000 compounds, 0.17% hits;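 note: potency is the fitted concentration of half-maximal effect; 0% = uninhibited 1x PFK enzyme wells and -100% = no-enzyme wells; nearly all actives have a fitted effect of over 60% in size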
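PFK 1.25 nM, F6P 0.5 mM, ATP 0.1 mM, 0.1 M TEA pH 8.0, 5 mM MgCl2, 0.01% Tween20, 0.1% BSA; 45 min RT. ADP-Glo readout. qHTS titration up to 57 uM; curves fitted, compounds curve-classed.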
Mito fusion yeast – qHTS Assay for Small Molecule Inhibitors of Mitochondrial Division or Activators of Mitochondrial Fusion; S. cerevisiae fusion-defective mutant growth rescue, CellTiterGlo 48 h; Potency, µM (doses to about 46.1 µM), for the others: top-dose growth rescue (activation), hits mostly activators; 320,000 compounds, 0.23% hits;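 note: potency is the fitted concentration of half-maximal effect; % of control where 0% means no effect; nearly all actives have a fitted effect of over 45% in size; temperature-sensitive fusion mutants such as fzo1-1 at 37 °C on non-fermentable ethanol glycerol medium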
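Read-out: ATP-based luminescence (CellTiterGlo, 10 min ambient) reporting growth of fusion-defective ts yeast after 48 hours at 37C on glycerol/ethanol YPEG medium in the presence of compound.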
BCR signal inh – qHTS Assay to Find Inhibitors of Chronic Active B-Cell Receptor Signaling; ABC-DLBCL IkBa-CBG/CBR reporter, luminescence ratio, 4 h; Potency, µM (series often up to 46.1 µM), without a hit: at the highest dose ratio change, negative = lower green/red ratio, hits mostly inhibitors; AID 493014, 2011; 340,000 compounds, 0.05% hits; active = well fitted inhibition curve with a large enough effect in the signal ratio, with a control signal flat, not every such curve was filed as active; inconclusive = small, poorly fitted or top-dose-only effect, or effect the other way, or a change in a side signal; the % refers to the signal ratio;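 note: potency is the fitted concentration of half-maximal effect; plate controls were basal doxycycline-induced cells for no effect and cells given 10 µM MG132 for full effect; MG132 reads +100%, hits lower the ratio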
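Concentration-response series (up to 46 uM) were applied to TMD8 dual-reporter cells for 4 h at 37C with doxycycline. Green/red ratio, after filter-overlap correction, defined %Activity; red signal alone was normalised to basal cells and zero luminescence.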
uPA generation – qHTS for Inhibitors of Cell Surface uPA Generation; AID 540303, 2011; Potency, µM (top dose mostly 38.3 µM), without a hit: top-dose activity change, negative = inhibition, hits mostly inhibitors; 330,000 compounds, 0.31% hits; cell surface uPA generation assay, qHTS; active = well fitted inhibition curve with a large enough effect; inconclusive = small, poorly fitted or top-dose-only effect; inactive = no such curve, though single readings can be large or run the other way; tested in mouse RAW 264.7 cells; note: potency is the fitted concentration of half-maximal effect; % is set by controls: 0 for no effect and ±100 for the full control effect; nearly all actives have a fitted effect of over 55% in size
TCR act – Activators of T cell receptors: qHTS campaign; 330,000 tested, under 10 active; Potency, µM (titrated, usually from 9.22 µM), without a hit: at the highest dose activation of IL-2 secretion, actives largely listed as activators; AID 504894, 2011; primary human leukocytes, anti-CD3, IL-2 HTRF, 48 h; note: % of control where 0% means no effect
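Readout: HTRF IL-2, Eu-cryptate/d2 antibody pair, 320nm excitation, 665nm emission. Stimulus: a-CD3 beads, no co-stimulation. Cells: primary human leukocytes. Exposure: 48 hr with compound.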
TSG101-PTAP inh – qHTS Assay for Iinhibitors of HIV-1 Budding by Blocking the Interaction of PTAP/TSG101 | AID 493005, 2010 | Fluorescence polarization, FITC-PTAP peptide / Tsg101 binding | Tumor susceptibility gene 101 protein (Homo sapiens), Q99816 | 340,000 tested, under 10 active | Potency, µM (doses to about 115 µM), inactives show at the top dose activity change, negative = inhibition, usual class: inhibitors; active = well fitted inhibition curve with a large enough effect in the main read-out, with a control signal flat, not every such curve was filed as active; inconclusive = small, poorly fitted or top-dose-only effect, or effect the other way, or a change in a side signal; inactive = no such curve, though single readings can be large or run the other way; note: potency is the fitted concentration of half-maximal effect; % of control where 0% means no effect
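Compounds were pin-transferred onto Tsg101 binding domain (10 uM final) in HEPES pH 7.5 buffer, then FITC-PTAP peptide was added at 50 nM final. After 20 min at RT, polarization reported peptide displacement across a qHTS concentration series.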
TSHR antag – Antagonists of the Thyroid Stimulating Hormone Receptor: HTS campaign. TSHR-expressing cells, TSH-stimulated cAMP HTRF, 2 h; hits give low values. Thyrotropin receptor (Homo sapiens), P16473. 330,000 compounds, 0.2% hits. activity change, negative = inhibition, % at 11.5 µM. AID 504810, 2011;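 active = activity change below a set negative limit, meaning inhibition stronger than a set level, cut at about -70% in these data; inconclusive = activity change between two set negative limits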; note: % is set by controls: 0 for no effect and ±100 for the full control effect
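Competitive HTRF cAMP read-out (cryptate anti-cAMP antibody, cAMP-d2; 30 min, room temperature) in freshly harvested TSHR cells. Compounds added before TSH at EC80 (4nM final), followed by 2 hours' incubation at 37 deg C.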
The depositor's hits bear a star; [ ] = remark or other dose. Unless noted, calls come from the whole dose curve; as a rule, active = well fitted curve in the direction sought with a large enough effect; inconclusive = small, poorly fitted or top-dose-only effect, or another doubt; inactive = no such curve, though single readings can be large; an effect the other way counts as inactive or inconclusive.

`CC(C)Oc1ccc(/C=C(/NC(=O)c2ccccc2)C(=O)NC(Cc2ccccc2)C(=O)O)cc1` (configuration not stated) gave ELG1 repair inh -4%, B2AR arrestin -0.1%, Eya2 phos inh 1%, USP2a inh 1%, Tb PFK block 2%, Mito fusion yeast -3%, BCR signal inh -15%, uPA generation 4%, TCR act -3%, TSG101-PTAP inh -1% and TSHR antag -6.
For COc1cc(S(=O)(=O)Nc2ccccn2)ccc1F the results were ELG1 repair inh -4%, B2AR arrestin -0.2%, Eya2 phos inh 19%, USP2a inh 7%, Tb PFK block 0%, Mito fusion yeast 0%, BCR signal inh -10%, TCR act 0%, TSG101-PTAP inh -2% and TSHR antag 1.
Cc1ccc(CCNC(=O)C2CCCN(S(=O)(=O)c3c(C)nn(C)c3C)C2)cc1 (configuration not stated) was read as ELG1 repair inh 0%, B2AR arrestin 0.2%, Eya2 phos inh -3%, USP2a inh 3%, Tb PFK block 1%, Mito fusion yeast 1%, BCR signal inh 10%, uPA generation -3%, TCR act -4%, TSG101-PTAP inh -4% and TSHR antag -12.
CC1(C)CC(=O)c2cnc(NC(=O)CSc3nc4ccccc4o3)nc2C1 was read as ELG1 repair inh inconclusive, B2AR arrestin -0.2%, Eya2 phos inh 7%, USP2a inh 2%, Tb PFK block -7%, Mito fusion yeast 1%, BCR signal inh inconclusive, uPA generation 3%, TCR act 2%[46.1 µM], TSG101-PTAP inh 1% and TSHR antag -7.
`CCOC(=O)N1CCN(Cc2nc3c(c(=O)n(C)c(=O)n3C)n2Cc2cccc(C)c2)CC1` gave ELG1 repair inh 18µM*, B2AR arrestin -1.1%, Eya2 phos inh 13%[15.4 µM], USP2a inh -5%, Tb PFK block -1%, Mito fusion yeast 2%, BCR signal inh -2%, uPA generation 4%, TCR act 5%, TSG101-PTAP inh -6% and TSHR antag 25.
`COc1ccccc1C(=O)OCc1cc(=O)n2ccsc2n1` gave ELG1 repair inh inconclusive, B2AR arrestin -0.7%, Eya2 phos inh -18%, USP2a inh 0%, Tb PFK block -2%, BCR signal inh inconclusive, uPA generation 1%, TCR act 3%[46.1 µM], TSG101-PTAP inh -2% and TSHR antag -5.
For COCCN1Cc2cccc(C(=O)NCc3ccccn3)c2C1=O the results were ELG1 repair inh 7%, B2AR arrestin 0.0%, Eya2 phos inh 3%, USP2a inh 3%, Tb PFK block 0%, Mito fusion yeast -3%, BCR signal inh 6%, uPA generation 6%, TCR act -11%, TSG101-PTAP inh -4% and TSHR antag 5.
`COCCCNC(=O)c1ccc2c(=O)n(Cc3ccc4c(c3)OCO4)c(=S)[nH]c2c1` gave ELG1 repair inh 9%, B2AR arrestin 0.1%, Eya2 phos inh 4%, USP2a inh -1%, Tb PFK block 5%, Mito fusion yeast -3%, BCR signal inh 1%, uPA generation -4%, TCR act 0%, TSG101-PTAP inh -5% and TSHR antag -20.
`COc1cc(C(=O)NNC(=O)COc2cccc(F)c2)ccc1OCC(=O)N1CCOCC1` gave ELG1 repair inh 9%, B2AR arrestin -0.6%, Eya2 phos inh 7%, USP2a inh 1%, Tb PFK block 0%, Mito fusion yeast -1%, BCR signal inh inconclusive, uPA generation -6%, TCR act -7%, TSG101-PTAP inh -6% and TSHR antag -2.
`Cc1ccc(N(O)C(=O)OCCNC(=O)Nc2ccccc2)cc1` gave ELG1 repair inh -2%, B2AR arrestin -0.7%, Eya2 phos inh -5%, USP2a inh -2%, Tb PFK block -2%, Mito fusion yeast -2%, BCR signal inh inconclusive, uPA generation 3%, TCR act -7%, TSG101-PTAP inh -7% and TSHR antag 10.
`Cc1ccc(C(=O)Nc2cccc(C(F)(F)F)c2)cc1NC(=O)c1[nH]cnc1C(N)=O` gave ELG1 repair inh -4%, B2AR arrestin 0.0%, Eya2 phos inh -9%, USP2a inh 1%, Tb PFK block -2%, BCR signal inh 2%, uPA generation 4%, TCR act 2%, TSG101-PTAP inh -1% and TSHR antag -9.
COc1ccc(C(=O)CCN2CCCCCC2)cc1 was read as ELG1 repair inh 11%, B2AR arrestin -0.6%, Eya2 phos inh -8%, USP2a inh 4%, Tb PFK block -13%, Mito fusion yeast 0%, BCR signal inh inconclusive, TCR act 1%, TSG101-PTAP inh -9% and TSHR antag -2.
`COc1cc(C=O)ccc1OCc1ccccc1Br` gave ELG1 repair inh inconclusive, B2AR arrestin -1.1%, Eya2 phos inh -9%, USP2a inh 2%, Tb PFK block 1%, Mito fusion yeast 22%, BCR signal inh -2%, uPA generation -5%, TCR act 13%, TSG101-PTAP inh -8% and TSHR antag 0.
For COc1ccc(CCNCc2cc3ccc(C)cc3[nH]c2=O)cc1OC the results were ELG1 repair inh -3%, B2AR arrestin -0.4%, Eya2 phos inh -13%, USP2a inh 4%, Tb PFK block -3%, Mito fusion yeast 6%, BCR signal inh inconclusive, uPA generation -1%, TCR act 11%, TSG101-PTAP inh -1% and TSHR antag -2.
Screening Cc1cc(C)nc(/N=C2\NC(=O)CC(C(=O)O)N2c2ccc(Cl)cc2)n1 (configuration not stated) returned ELG1 repair inh 28%, B2AR arrestin -0.3%, Eya2 phos inh 14%, USP2a inh 0%, Tb PFK block -2%, Mito fusion yeast -3%, BCR signal inh inconclusive, uPA generation 5%, TCR act 3%, TSG101-PTAP inh 1% and TSHR antag 1.
COc1ccc(NC2CCCN(C(=O)c3ccncc3)C2)cc1 (configuration not stated) was read as ELG1 repair inh 10%, B2AR arrestin 0.1%, Eya2 phos inh 4%, USP2a inh 3%, Tb PFK block 5%, Mito fusion yeast -23%, BCR signal inh inconclusive, uPA generation 21%, TCR act 3%, TSG101-PTAP inh -4% and TSHR antag 9.
For COc1ccc2c(Cl)c(C(=O)N/N=C/c3ccncc3)sc2c1 the results were ELG1 repair inh -2%, B2AR arrestin -0.3%, Eya2 phos inh 7%, USP2a inh -2%, Tb PFK block -3%, Mito fusion yeast -1%, BCR signal inh 0%, uPA generation -1%, TCR act 0%, TSG101-PTAP inh 0% and TSHR antag 1.
Cc1cccc(NC(=S)N2CCN(C(=O)c3ccco3)CC2)c1 was read as ELG1 repair inh 0%, B2AR arrestin -0.7%, Eya2 phos inh 1%, USP2a inh 1%, Tb PFK block -8%, Mito fusion yeast -4%, BCR signal inh 9%, uPA generation -4%, TCR act 9%, TSG101-PTAP inh -1% and TSHR antag 4.
`CC1CCN(CCCCOc2ccc(F)cc2)CC1` gave ELG1 repair inh -9%, B2AR arrestin 0.3%, Eya2 phos inh -1%, USP2a inh 0%, Tb PFK block 1%, Mito fusion yeast -29%, BCR signal inh 0%, uPA generation 2%, TCR act 4%, TSG101-PTAP inh -1% and TSHR antag -2.
For O=C(NNC(=O)c1c(F)cccc1F)c1ccccc1-n1cccc1 the results were ELG1 repair inh 13%, B2AR arrestin -0.3%, Eya2 phos inh -7%, USP2a inh 1%, Tb PFK block 0%, Mito fusion yeast -4%, BCR signal inh 0%, uPA generation -1%, TCR act -2%, TSG101-PTAP inh -9% and TSHR antag 25.
Screening Cc1cc2c(c(=O)o1)C1(C(=O)N(C)c3ccccc31)C(C#N)=C(N)O2 (configuration not stated) returned ELG1 repair inh inconclusive, B2AR arrestin 0.1%, Eya2 phos inh -2%, USP2a inh -6%, Tb PFK block 5%, Mito fusion yeast -2%, BCR signal inh 0%, uPA generation 3%, TCR act -1%, TSG101-PTAP inh -5% and TSHR antag 34.
